# Pin1 inhibitor: blocks the human prolyl isomerase Pin1. Pin1 FP peptide displacement, HiFluor488, 10 min. Potency, µM (titrated, usually from 115 µM), for inactives: at the highest dose activity, negative = inhibition, most hits filed as inhibitors. Q13526. actives 0.009% (n = 390,000). AID 504891; active = well fitted inhibition curve with a large enough effect in the polarisation, with a control signal flat, not every such curve was filed as active; inconclusive = small, poorly fitted or top-dose-only effect, or effect the other way, or a change in a side signal; inactive = no such curve, though single readings can be large or run the other way; the % refers to the polarisation; note: % is set by controls: 0 for no effect and ±100 for the full control effect
# Target sequence (Q13526 whole entry, looked up): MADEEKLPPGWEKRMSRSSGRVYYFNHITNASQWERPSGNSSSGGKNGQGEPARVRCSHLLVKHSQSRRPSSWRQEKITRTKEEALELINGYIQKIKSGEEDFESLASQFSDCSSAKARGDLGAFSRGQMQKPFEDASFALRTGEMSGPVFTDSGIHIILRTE
# BLM inh: blocks DNA unwinding by human BLM helicase; recombinant BLM DNA unwinding, fluorescence dequenching; Potency, µM (doses to about 56.1 µM), without a hit: top-dose activity change, negative = inhibition, hits mostly inhibitors; actives 0.2% (n = 350,000);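 note: plate controls were vehicle for no effect and no enzyme for full effect; nearly all actives have a fitted effect of over 35% in size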
# HP1b chromo inh: HP1-beta chromodomain-methylated histone interaction inhibition | AID 540317 | P83916 | AlphaScreen HP1-beta / biotin-H3K9me3 peptide binding | Potency, µM (highest dose often 114 µM), for the others: top-dose activity change, negative = inhibition, actives largely listed as inhibitors | actives 0.56% (n = 390,000); note: nearly all actives have a fitted effect of over 70% in size; inactives centre near 23
# Target sequence (P83916 whole entry, looked up): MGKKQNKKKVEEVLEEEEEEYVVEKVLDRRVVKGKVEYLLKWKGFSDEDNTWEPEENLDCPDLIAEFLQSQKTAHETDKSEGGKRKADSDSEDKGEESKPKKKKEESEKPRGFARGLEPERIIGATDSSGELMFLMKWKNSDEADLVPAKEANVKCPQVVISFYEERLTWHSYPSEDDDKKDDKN
#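 HP1-beta protein (50 nM final) preincubated 30 min at room temperature with biotinylated H3(1-18)K9me3 peptide (50 nM) in PBS pH 7.4, 0.01% Tween-20, then compound added for 30 min. AlphaScreen streptavidin donor/nickel chelate acceptor beads (10 ug/mL final), 30 min dark, luminescence read.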
# BAZ2B inh: BAZ2B (human) inhibition | AID 504333 | actives 4.4% (n = 360,000) | Potency, µM (series often up to 114 µM), without a hit: at the top dose activity change, negative = inhibition, usual class: inhibitors | Q9UIF8 | AlphaScreen BAZ2B-H3K14Ac peptide displacement; note: % is set by controls: 0 for no effect and ±100 for the full control effect; nearly all actives have a fitted effect of over 60% in size
#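 Compounds, titrated to a top concentration of 110 uM, were incubated 30 min at room temperature with preformed BAZ2B/acetyl-K14 H3 peptide complex (50 nM each). Proximity signal was measured by AlphaScreen after 20 min with beads.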
# POLI inh: DNA polymerase iota (human) inhibition | Q9UNA4 | Pol iota fluorescent replication assay, 10 min | Potency, µM (top dose mostly 115 µM), without a hit: at the top dose activity, negative = inhibition, most hits filed as inhibitors | actives 1% (n = 390,000)
# Target sequence (Q9UNA4 whole entry, looked up): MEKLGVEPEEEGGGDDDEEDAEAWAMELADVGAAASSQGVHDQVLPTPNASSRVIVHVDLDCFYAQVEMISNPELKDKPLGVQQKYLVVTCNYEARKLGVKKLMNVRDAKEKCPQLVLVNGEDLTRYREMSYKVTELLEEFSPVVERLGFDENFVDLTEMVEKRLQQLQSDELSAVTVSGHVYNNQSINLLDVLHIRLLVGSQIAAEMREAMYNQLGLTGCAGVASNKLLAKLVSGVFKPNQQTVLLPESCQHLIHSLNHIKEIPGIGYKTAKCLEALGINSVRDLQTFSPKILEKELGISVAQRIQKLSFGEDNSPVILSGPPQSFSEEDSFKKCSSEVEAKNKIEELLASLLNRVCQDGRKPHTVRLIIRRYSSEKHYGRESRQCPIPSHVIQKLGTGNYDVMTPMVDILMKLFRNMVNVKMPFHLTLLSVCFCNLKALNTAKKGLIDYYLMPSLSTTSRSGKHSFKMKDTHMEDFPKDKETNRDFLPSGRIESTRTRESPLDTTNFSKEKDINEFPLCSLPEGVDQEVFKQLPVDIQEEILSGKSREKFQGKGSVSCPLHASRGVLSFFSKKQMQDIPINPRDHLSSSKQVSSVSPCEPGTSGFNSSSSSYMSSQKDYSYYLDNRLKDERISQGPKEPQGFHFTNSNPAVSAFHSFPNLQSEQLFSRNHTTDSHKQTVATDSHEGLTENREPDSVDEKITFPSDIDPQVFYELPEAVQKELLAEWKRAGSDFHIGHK
#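 Pol iota at 10 nM preincubated 15 min with compounds at room temperature; reaction started with fluorescent substrate, 50 nM final. Fluorescence read kinetically at 0 and 10 min; buffer-only wells as negative control.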
# PGK inhibitor: T. brucei PGK inhibition | PGK/GAPDH coupled, Kinase-Glo luminescence, 60 min | actives 0.043% (n = 380,000) | Potency, µM (doses to about 57.5 µM), inactives show top-dose activity change, negative = inhibition, usual class: inhibitors; note: % is set by controls: 0 for no effect and ±100 for the full control effect; nearly all actives have a fitted effect of over 60% in size
#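 Recombinant glycosomal PGK reaction used 1,3-bisphosphoglycerate generated in-well by GAPDH (100nM final) in 100mM TEA pH 7.6, 5mM MgCl2, 0.01% Tween-20. After 60 minutes at room temperature, ATP was read by Kinase-Glo Plus luminescence end-point.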
# JMJD2A Tudor inh: inhibitors of human JMJD2A Tudor domain; AID 504339; actives 4.4% (n = 390,000); Potency, µM (titrated, usually from 114 µM), without a hit: at the top dose activity change, negative = inhibition, actives largely listed as inhibitors; AlphaScreen JMJD2A-Tudor / H3K4me3 peptide binding; O75164; note: % is set by controls: 0 for no effect and ±100 for the full control effect; nearly all actives have a fitted effect of over 50% in size
# G9a inh: inhibitors of human histone lysine methyltransferase G9a; Q96KQ7; G9a H3K9 monomethylation, AlphaScreen, 2 h; Potency, µM (highest dose often 102 µM), inactives show at the top dose activity, negative = inhibition, most hits filed as inhibitors; actives 8.8% (n = 350,000); note: % is set by controls: 0 for no effect and ±100 for the full control effect; nearly all actives have a fitted effect of over 75% in size
#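 G9a (20 nM) was preincubated 15 min with compound, then reacted 2 h at room temperature with 500 nM biotin-H3K9 peptide and 20 µM SAM. Monomethyl-H3K9 detected by AlphaScreen using anti-H3K9me1 antibody.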
# GLS inhibitor: inhibitors of human glutaminase (GLS); O94925; GLS enzymatic activity, qHTS titration; Potency, µM (doses to about 45.5 µM), for the others: at the highest dose activity change, negative = inhibition, most hits filed as inhibitors; actives 0.21% (n = 410,000); AID 624170; note: % is set by controls: 0 for no effect and ±100 for the full control effect
#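 Read-out is an Amplex red fluorescence increase coupled through glutamate oxidase and HRP, measured before and after 30 min room-temperature incubation. hKGA is in 45 mM KH2PO4 (pH 8.2) with 0.02% Tween-20; glutamine added as 1mM solution.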
# Active calls of the source: *; i = inactive; ? = inconclusive; . = no result given; & = joins results of further samples; ! = not confirmed by another sample; [ ] = remark or other dose. Unless noted, calls come from the whole dose curve; as a rule, active = well fitted curve in the direction sought with a large enough effect; inconclusive = small, poorly fitted or top-dose-only effect, or another doubt; inactive = no such curve, though single readings can be large; an effect the other way counts as inactive or inconclusive. Potency is the fitted concentration of half-maximal effect. Not all compounds are listed; the hit share may differ from the screen's.
POLI inh,BLM inh,HP1b chromo inh,GLS inhibitor,BAZ2B inh,JMJD2A Tudor inh,PGK inhibitor,Pin1 inhibitor,G9a inh,SMILES
16%,-8%,7%,0%,-2%,-20%,-10%,-11%,50µM*,NCc1oc(-c2ccccc2)cc1C(=O)O
22%,-2%,20%,16%,7%,-7%,-6%,-19%,.,CCC(CC)C(=O)Nc1ccc(C)c(O)c1
-17%,-4%,42%,1%,0%,-1%,-11%,-6%,-34%,O=C(O)CCN1C(=O)c2ccc(NC(=O)Cc3ccc(Cl)cc3)cc2C1=O
11%,-2%,32%[activator],7%,30%,-7%,-5%,-9%,-17%,CCn1c(=O)cc(O)c2c(=O)n(C)c(=O)n(C)c21
7%,-10%,20%,2%,-9%,-18%,-9%,25%,-118%,O=C(NC1CCC(CC2CCC(NC(=O)C(Cl)Cl)CC2)CC1)C(Cl)Cl (configuration not stated)
?,-4%,7%,-5%,-12%,20µM*,i,1%,?,C[N+]1(C2CCC3CCCC2C3O)CCCCC1 (configuration not stated)
10%,-5%,52%[activator],5%,-14%,1%[57.1 µM],5%,3%,1%,O=C(N/C(=C/c1cccnc1)C(=O)N1CCOCC1)c1ccco1
-2%,-3%,60%[activator],-5%,8%,0%,0%,-6%,16%,CCC(C)N1C(=O)CCC1C(=O)NCCc1ccc(Cl)cc1 (configuration not stated)
79%[activator],-3%,36%,1%,-27%,-8%,2%,1%,-2%,CC(=O)Nc1ccc(N(C(=O)c2ccco2)C(C(=O)NC2CCCC2)c2ccc(N(C)C)cc2)cc1 (configuration not stated)
-18%,.,54%[activator],15%,11%,-3%,5%,-2%,16%[2.33 µM],O=C(COc1ccc(Cl)cc1)NNC(=O)c1ccncc1
29%,.,14%,-4%,9%,-17%,-9%,-2%,3%[59 µM],CN1CCC(N(C)S(=O)(=O)c2ccc(NC(=O)Cc3ccc(F)cc3)cc2)CC1
-5%,-6%,71%[activator],-10%,-4%,?,-2%,-2%,?,N/C(=N\OC(=O)c1cc(Cl)ccc1Cl)c1cccnc1
-9%,.,26%,1%,14%,-10%,2%,2%,-8%[12.7 µM],COc1ccccc1C(=O)NCCC(=O)NCC1COc2ccccc2O1 (configuration not stated)
-4%,-3%,6%,-1%,-9%,-2%,-5%,9%,8%,CCc1cccc2c1NC(=O)C2(O)CC(=O)c1cccs1 (configuration not stated)
32%[activator],3%,43%[activator],0%,-6%,-6%,i,2%,?,CCc1nnc(NC(=O)c2ccc(S(=O)(=O)N(CC)CC)cc2)s1
-7%,1%,33%,2%,-8%,-6%,-5%,1%,?,CCOC(=O)c1ccccc1NC(=S)N1CCC(N2CCCCC2)CC1
8%,-4%,18%,-13%,-10%,-6%,-5%,2%,-38%,O=C(Cc1ccccc1)Nc1ccc(N2CCN(Cc3ccccc3F)CC2)cc1
26%,-2%,31%,2%,-9%,-10%,1%,13%,-7%[12.7 µM],CCC(=O)NC(=S)Nc1ccc(NC(=S)NC(=O)c2ccccc2)cc1
58%[activator],.,15%,-4%,.,-2%,6%,2%,.,O=CNc1cc2c(cc1Br)-c1ccccc1C2O (configuration not stated)
61%[activator],0%,16%,0%,-18%,-8%,2%,-8%,-28%,CCN(CC)CCNC(=O)CNC(=S)N(CCCN1CCOCC1)Cc1cccs1
9%,0%,108%[activator],-2%,30%,37%[activator],i,-12%,65%[activator],Cc1ccc2nc(N3CCC(C(=O)O)CC3)nc(-c3ccccc3)c2c1
1%,-8%,29%,3%,-8%,-5%,-1%,1%,9%[59 µM],COc1cc(OC)cc(C(=O)N2CCN(C(=O)c3cccc(F)c3)CC2)c1
-8%,-2%,33%,-8%,9%,-8%[11.4 µM],0%,1%,-1%[59 µM],COC(=O)CN(c1ccc(OC)c(OC)c1)S(C)(=O)=O
13%,-9%,42%[activator],2%,25%,14%,1%,4%,69%[activator],Cc1cccc(Cn2nc(-n3cccc3)c3c(C)cc(C)nc32)c1
2%[58.9 µM],-2%,13%,2%,0%,-9%,4%,-10%,-1%,Cc1ccc(S(=O)(=O)N(CC(=O)NC2CCCCCC2)c2ccccc2F)cc1
17%,1%,-12%,17%,-32%,-33%,3%,-7%,13%[59 µM],Cc1ccc(OCC(=O)Nc2cccc(S(=O)(=O)N3CCCCC3)c2)c([N+](=O)[O-])n1
-5%,-1%,?,56%[activator],-2%,?,-6%,4%,13%[59 µM],CCOc1ccc(CNn2cnnc2)cc1
-5%,-5%,60%[activator],4%,-2%,-1%,-9%,10%,-1%[59 µM],COc1ccc(-c2nsc(NC(=O)c3ccccc3Br)n2)cc1
35%[activator],-8%,3%,25%,-34%,?,5%,4%,40%[12.7 µM],CC1(C)OC(c2ccccc2)=C/C(=C/C=N/NC(=O)c2ccncc2)O1
19%,-6%,-15%,2%,-38%,?,-2%,-5%,-41%[59 µM],CCOC(=O)C1=C(N)Oc2ccc3ccccc3c2C1c1cccnc1 (configuration not stated)
40%[activator],0%,28%[57 µM],7%,0%,-3%,i,0%,3%[59 µM],CC(NC(=O)CSc1n[nH]c(-c2ccccc2Cl)n1)c1nc2ccccc2[nH]1 (configuration not stated)
16%,-5%,85%[activator],14%,-7%,27%,13%,12%,3%[59 µM],O=C(NCc1ccccc1)C(=O)NCC(c1cccnc1)N1CCN(c2ccccc2)CC1 (configuration not stated)
26%,2%,41%[activator],-8%,0%,-10%,i,-9%,9%,COC(=O)c1ccc(C(=O)N(C)C2CCCN(Cc3ccccc3F)C2)cc1 (configuration not stated)
17%,-9%,-4%,22%,-5%,?,-5%,?,?,O=S(=O)(Nc1nc2ccccc2nc1Nc1ccc(N2CCOCC2)cc1)c1cc(Cl)ccc1Cl
26%,-5%,39%[activator],28%,-18%,-5%,i,1%,-11%,COc1ccccc1N1CCN(C(=O)c2cc(C)on2)CC1
30%,-13%,22%,-7%,-2%,-13%,0%,4%,.,O=C(Cc1ccsc1)N1CCN(S(=O)(=O)c2cc(C(F)(F)F)cc(C(F)(F)F)c2)CC1
16%,-5%,23%,0%,8%,-3%,-4%,3%,4%[12.7 µM],O=C(NC1CCCC1)C(c1ccco1)N(Cc1ccccc1)C(=O)c1csnn1 (configuration not stated)
15%,2%,33%,0%,0%,-27%,0%,5%,13%,Cc1ccc2cc(-c3noc(C4CCCO4)n3)c(=O)[nH]c2c1 (configuration not stated)
4%,.,34%,1%,.,-12%,i,-5%,.,C#CCN1C=CC(=O)[C@@H](OC(=O)Nc2ccc(OC)cc2)[C@H]1c1ccccc1Br
-4%,-1%,42%[activator],4%,2%,-18%,-2%,-2%,?,Cc1cc(C)c(NC(=O)/C=C\C(=O)O)c(Cl)c1
15%,.,16%,5%,6%,-17%,8%,4%,-5%[0.501 µM],Cc1csc(=O)n1CC(=O)OCC(=O)NCc1ccc(F)cc1
-2%,1%,27%,-5%,-13%,-16%,-1%,4%,-8%,CCc1cc2c(N3CCN(C(=O)c4ccco4)CC3)ncnc2s1
59%[activator],3%,2%,6%,-30%,-11%,-8%,-1%,-1%,COc1ccc(C2C(C(=O)N3CCN(C)CC3)c3cc(OC)c(OC)cc3C(=O)N2C)cc1 (configuration not stated)
36%[activator],-3%,18%,-1%,-18%,-7%,-1%,3%,13%,NC(=O)c1ccccc1NS(=O)(=O)c1ccc(F)cc1
106%[activator],-7%,33%,0%,-19%,5%,4%,1%,-23%,Cc1cc(C)nc(NC(=S)Nc2ccc(F)cc2F)c1
5%,-8%,46%[activator],2%,-30%,-11%,-3%,9%,9%[59 µM],COc1ccc(C(CCNC(C)c2ccccc2)c2ccc(F)cc2)cc1 (configuration not stated)
-17%,-7%,3%,-4%,-15%,-31%,0%,11%,-4%[59 µM],COc1ccc(CNC(=O)c2ccc(CN3C(=O)C(C)=C(c4ccc(C)cc4)S3(=O)=O)cc2)cc1
14%,.,33%,4%,9%,-10%,7%,-1%,2%,CCOC(=O)c1c(CC(C)C)csc1NC(=O)COC(=O)C1=NNC(=O)CC1
-6%&174%,-6%&-6%,27%&40%,2%&-25%,89µM*!,-12%&-4%,-10%&-2%,-5%&0%,-2%[59 µM],CCCCNC(=O)CCC(=O)NNc1nc2ccccc2c2nc(-c3ccccc3)nn12
9%,.,22%,-3%,-3%,-14%,-6%,-1%,-12%[12.7 µM],Cc1cccc(C)c1NC(=O)CN(C)C(=O)CN1C(=O)NC(C)(C)C1=O
-12%,-14%,-11%,-13%,-38%,?,-5%,16%,?,Cc1ccc(-n2c(SCC(=O)Nc3cccc(S(N)(=O)=O)c3)nc3ccccc32)cc1
17%,.,38%,5%,-14%,-12%,i,14%,7%[59 µM],N#CCC(=O)Nc1ccc(C(=O)NCC2(N3CCOCC3)CCCCC2)cc1
-5%,-1%,59%[activator],-3%,3%,-7%,i,3%,-42%[59 µM],CCCc1noc(-c2ccc(NCc3ccccc3OC)c([N+](=O)[O-])c2)n1
-12%,-3%,38%,-8%,-4%[57.1 µM],-8%,-6%,-17%,36%[0.501 µM],C(=C\c1ccccc1)/C=N/Nc1nc(N2CCCCC2)nc(N2CCCCC2)n1
8%,.,17%,2%,-26%,-23%,-2%,24%,14%[12.7 µM],O=C(Cc1csc(-c2ccc(Cl)cc2)n1)Nc1cccc(S(=O)(=O)NC2=NCCC2)c1

# Sorted by formula weight (low to high): 3 of the compounds above.
POLI inh,BLM inh,HP1b chromo inh,GLS inhibitor,BAZ2B inh,JMJD2A Tudor inh,PGK inhibitor,Pin1 inhibitor,G9a inh,SMILES
15%,2%,33%,0%,0%,-27%,0%,5%,13%,Cc1ccc2cc(-c3noc(C4CCCO4)n3)c(=O)[nH]c2c1 (configuration not stated)
9%,.,22%,-3%,-3%,-14%,-6%,-1%,-12%[12.7 µM],Cc1cccc(C)c1NC(=O)CN(C)C(=O)CN1C(=O)NC(C)(C)C1=O
-12%,-14%,-11%,-13%,-38%,?,-5%,16%,?,Cc1ccc(-n2c(SCC(=O)Nc3cccc(S(N)(=O)=O)c3)nc3ccccc32)cc1

# Assay outcomes from PubChem.
